All columns: NCI-60 one-dose screen, growth in % after 48 h at 10 µM unless noted; 100 = growth as untreated, 0 = no growth, -100 = all killed.
OVCAR-3 – OVCAR-3 ovarian cancer | 79,000 compounds, 7% hits | AID 1794787
ACHN – ACHN renal cancer; 81,000 compounds, 4.9% hits; AID 1794771
CAKI-1 – CAKI-1 renal cancer; AID 1794772; 75,000 compounds, 4.7% hits
RXF 393 – RXF 393 renal cancer cells. 77,000 compounds, 6.9% hits. AID 1794773
OVCAR-4 – OVCAR-4 ovarian cancer cells; 80,000 compounds, 3.7% hits; AID 1794784
OVCAR-5 – OVCAR-5 ovarian cancer | 82,000 compounds, 2.9% hits
OVCAR-8 – OVCAR-8 ovarian cancer | 81,000 compounds, 4.4% hits | AID 1794782
A498 – A498 renal cancer cells. 76,000 compounds, 5.4% hits. AID 1794774
* = called active by the depositor; · = no result given; & = joins results of further samples; [ ] = remark or other dose. Rule for the calls: active = growth percent below 10; inactive = the rest. Compounds as they come (roughly 10% active in at least one column).

SMILES	OVCAR-3	ACHN	CAKI-1	RXF 393	OVCAR-4	OVCAR-5	OVCAR-8	A498
O=S(=O)(O)C(O)CC=C(C(O)S(=O)(=O)O)C(O)S(=O)(=O)O (stereo not drawn)	104	103	101	127	126	106	96	58
C1=CC(c2nn3c(-c4ccccc4)nnc3s2)=Cc2ccccc2O1	·	77	48	23	74	88	66	67
CC(=O)OC[C@H]1O[C@@H](NS(=O)(=O)c2ccc(C)cc2)C(OC(C)=O)[C@@H](OC(C)=O)C1OC(C)=O (stereo partly drawn)	103	99	96	103	94	116	93	·
CCN(CC)c1ccc2cc(C(Nc3ccc(Cl)cc3)c3nnnn3C(C)(C)C)c(=O)oc2c1 (stereo not drawn)	94	92	73	87	·	90	90	81
O=C(CCc1nnc2sc(-c3ccc(Cl)cc3Cl)nn12)c1nc2ccccc2[nH]1	-81*	-90*	-54*	-93*	-54*	-53*	-31*	-75*
CC1=N[C@@H]2CN(C(=O)OC(C)(C)C)C[C@@H]2n2c1cc1ccccc1c2=O	·	93	80	110	107	107	101	114
O=C1NC(=S)NC(=O)C1Nc1ccc(Cl)cc1	84	53	39	115	89	75	77	90
CCCCCC1O[C@@H]2CC[C@H]1NC(N)=N2 (stereo partly drawn)	106	101	90	93	98	88	97	99
COc1cc(Cl)cc(-c2nn(C(=O)NCCN3CCCCC3)cc2-c2ccncc2)c1	111	102	103	104	117	106	92	99
Cc1ncc(C)c2c([N+](=O)[O-])cccc12	106	105	104	101	107	106	106	81
Cc1nn(-c2ccc(F)cc2)c2ncnc(Nc3ccc(F)c(Cl)c3)c12	90	40	·	100	47	95	83	105
O=C(O)CC1S/C(=N/N=C/c2ccc3c(c2)OCCO3)NC1=O (stereo not drawn)	81	110	87	108	99	123	113	118
CSc1nc2sc3cc(Cl)ccc3n2c(=N)c1C#N	101	79	70	-0.4*	45	107	57	98
CCc1ccc(Cc2cnc(NC(=O)C3=NCCCN3)s2)cc1	103	109	92	101	102	96	98	96
O=C(CSc1nc2ccccc2c(=O)n1-c1ccccc1)Nc1ccc(S(=O)(=O)Nc2nccs2)cc1	39	72	59	77	78	57	90	107

A few values from above:
CCCCCC1O[C@@H]2CC[C@H]1NC(N)=N2 (stereo partly drawn) – OVCAR-3 = 106
CSc1nc2sc3cc(Cl)ccc3n2c(=N)c1C#N – A498 = 98
O=C(CCc1nnc2sc(-c3ccc(Cl)cc3Cl)nn12)c1nc2ccccc2[nH]1 – OVCAR-5 = -53*
O=C(O)CC1S/C(=N/N=C/c2ccc3c(c2)OCCO3)NC1=O (stereo not drawn) – RXF 393 = 108

The list goes on:
SMILES	OVCAR-3	ACHN	CAKI-1	RXF 393	OVCAR-4	OVCAR-5	OVCAR-8	A498
O=C(O)C(=O)NCc1ccccc1	118	102	98	130	106	105	114	108
COc1cc(/C=N/Nc2ncnc3c2c(C)nn3-c2ccccc2)ccc1O	52	70	95	63	66	93	92	86
N#Cc1ccc(Oc2ccc(C#N)c(C#N)c2)cc1C#N	107	95	107	101	100	102	108	113
COC1OC(CI)C(OC(=O)c2ccccc2)C(OC(=O)c2ccccc2)C1OC(=O)c1ccccc1 (stereo not drawn)	·	105	62	66	90	92	93	98
Cc1ccc(C(=O)CC(O)c2coc(-c3ccc(Cl)cc3)n2)cc1 (stereo not drawn)	95	101	92	111	111	98	87	101
O=C(/C=C/c1ccco1)N1CCOCC1	118	104	98	106	·	108	120	98
O=C(Nc1ccccc1)Nc1ccc(F)c(C(=O)c2c[nH]c3ncccc23)c1F	97	79	72	86	82	112	95	96
O=C1NC(=O)/C(=C/c2ccc(C3Oc4ccccc4C4CC(c5ccccc5)=NN43)cc2)S1 (stereo not drawn)	112	106	89	101	107	110	104	111
CC(=O)[C@@H]1CCC[C@H]1C	100	92	95	108	105	100	103	109
COCCn1cc(-c2csc(-c3c[nH]c4ccccc34)n2)c2cccnc21	21	50	56	72	44	76	39	18
CCCCC[C@@H]1Cc2cc(O)c(C(=O)O)c3c2[C@H](C[C@]2(OC[C@@H](CC(=O)[C@](C)(CC)C(=O)OC)[C@@H]2C)O3)O1	112	95	108	98	107	114	104	133
OCC(O)CNCCNc1c2ccccc2nc2cc(Cl)ccc12 (stereo not drawn)	63	68	76	60	54	96	47	50
O=C1c2cccc3c(-c4ccc5c(c4)ncn5C4CCCCC4)ccc(c23)C(=O)N1Cc1ccccc1	94	88	68	109	77	101	92	103
COC(=O)/C=C(/CN1C(=O)CCC1=O)OC	120	102	96	115	117	99	107	125
CC1=NS(=O)(=O)NC(C)(C)C1	132	96	106	112	120	101	113	121

In another format: entries from further up.
| SMILES | OVCAR-3 | ACHN | CAKI-1 | RXF 393 | OVCAR-4 | OVCAR-5 | OVCAR-8 | A498 |
| --- | --- | --- | --- | --- | --- | --- | --- | --- |
| COC(=O)/C=C(/CN1C(=O)CCC1=O)OC | 120 | 102 | 96 | 115 | 117 | 99 | 107 | 125 |
| COc1cc(/C=N/Nc2ncnc3c2c(C)nn3-c2ccccc2)ccc1O | 52 | 70 | 95 | 63 | 66 | 93 | 92 | 86 |
| O=C1c2cccc3c(-c4ccc5c(c4)ncn5C4CCCCC4)ccc(c23)C(=O)N1Cc1ccccc1 | 94 | 88 | 68 | 109 | 77 | 101 | 92 | 103 |
| CC1=NS(=O)(=O)NC(C)(C)C1 | 132 | 96 | 106 | 112 | 120 | 101 | 113 | 121 |

Continuation.
SMILES	OVCAR-3	ACHN	CAKI-1	RXF 393	OVCAR-4	OVCAR-5	OVCAR-8	A498
CCOC(=O)C(NC(=O)NC)C(=O)OCC	121	101	103	103	100	101	100	119
COc1ccc2c(c1)C=CC(C#N)N2 (stereo not drawn)	124	110	101	113	104	94	102	83
CCS(=O)(=O)C(C1CCCCC1)S(=O)(=O)CC	99	97	90	93	109	94	99	90
Cc1ccc(-c2[nH]ncc2CNCCSc2nccn2C)cc1	108	104	95	112	107	95	110	73
CCc1cc2ccccc2oc1=O	119	109	·	109	101	100	104	100
Nc1[nH]c(=S)nc2c1nnn2-c1ccc(S(N)(=O)=O)cc1	106	106	·	105	92	120	96	95
O=C(Nc1cncnc1Oc1cccc(C(F)(F)F)c1)c1ccc(F)cc1	117	108	94	·	103	113	103	95
CN(C)c1ccc(/C=N/n2c(-c3cc(F)c(Cl)cc3Cl)nn(CNc3ccc(F)cc3)c2=S)cc1	·	66	·	123	107	97	90	105
CCC(N)(C(=O)O)c1ccc(F)cc1 (stereo not drawn)	100	114	·	123	117	111	101	117
OC(c1ccc(Cl)cc1)C1CCNCC1 (stereo not drawn)	107	94	96	123	·	96	97	94
COc1ccc(Nc2ncc(C#N)c(NCCCNC(=O)C3CCC3)n2)cc1	70	48	26	-4.6*	78	80	64	53
O=c1[nH]cnc2nn(C3OC(CO)C(O)C3O)nc12 (stereo not drawn)	127&97	107&100	94&97	118&115	93&98	110&103	111&107	130&76
CNC(=O)C(C)C	116	103	99	116	102	99	105	88
C/C(=N\Nc1ccc2ccccc2n1)c1ccccn1	8.5*	-3.2*	-11*	10.0*	21	24	6.4*	11
COc1ccc(-c2cc(-c3cc(-c4ccc(OC)cc4)nc(N)n3)nc(N)n2)cc1	107	98	92	101	100	93	99	94

Reformatted: four of the compounds above.
> CSc1nc2sc3cc(Cl)ccc3n2c(=N)c1C#N
- OVCAR-3: 101
- ACHN: 79
- CAKI-1: 70
- RXF 393: -0.4*
- OVCAR-4: 45
- OVCAR-5: 107
- OVCAR-8: 57
- A498: 98

> CCc1ccc(Cc2cnc(NC(=O)C3=NCCCN3)s2)cc1
- OVCAR-3: 103
- ACHN: 109
- CAKI-1: 92
- RXF 393: 101
- OVCAR-4: 102
- OVCAR-5: 96
- OVCAR-8: 98
- A498: 96

> O=C(CSc1nc2ccccc2c(=O)n1-c1ccccc1)Nc1ccc(S(=O)(=O)Nc2nccs2)cc1
- OVCAR-3: 39
- ACHN: 72
- CAKI-1: 59
- RXF 393: 77
- OVCAR-4: 78
- OVCAR-5: 57
- OVCAR-8: 90
- A498: 107

> O=C(O)C(=O)NCc1ccccc1
- OVCAR-3: 118
- ACHN: 102
- CAKI-1: 98
- RXF 393: 130
- OVCAR-4: 106
- OVCAR-5: 105
- OVCAR-8: 114
- A498: 108

Continued.
SMILES	OVCAR-3	ACHN	CAKI-1	RXF 393	OVCAR-4	OVCAR-5	OVCAR-8	A498
Nc1nc(N(Cc2ccccc2)c2ccccc2)c2cn[nH]c2n1	77	71	32	68	79	100	80	70
COc1ccc(C/C(C)=C(\c2ccc(O)cc2)c2ccc(OCCCN(C)C)cc2)cc1	98	109	107	90	93	102	89	101
Cc1nn(-c2nc3ccccc3[nH]2)c2c1C(c1ccc(OCc3ccccc3Cl)cc1)CC(=O)N2 (stereo not drawn)	82	89	91	·	109	96	79	·
CCOC(=O)C1NN(c2ccc(S(N)(=O)=O)cc2)c2nc3nc(-c4cccs4)cc(-c4cccs4)c3c(=O)n21 (stereo not drawn)	90	65	59	52	70	100	87	120
Cc1cn(-c2cc(NC(=O)c3cncc(C#Cc4cnc(N)c5ncccc45)c3)cc(C(F)(F)F)c2)cn1	92	73	92	60	76	60	64	61
C/C(=N/NC(N)=S)c1sc(Nc2ccc(Cl)cc2)nc1C	92	100	83	87	105	102	95	88
S=C(Nc1ccccc1)Nc1ccc(Nc2ncnc3sc4c(c23)CCNC4)cc1	98	100	91	109	104	101	95	84
CC(C)COC(=O)NC(C)(C)C	105	104	96	113	106	98	103	120
O=[N+]([O-])c1ccccc1/C=N\Nc1ccccc1	93&95	64&61	61&72	105&110	86&82	89&91	90&91	70&80
CC(=O)Nc1ccc(Oc2ccccc2)cc1	127	95	97	95	99	91	98	88
COc1ccc(-c2cc(-c3ccc(Cl)cc3)nc(SCCCC(=O)NO)n2)cc1	-1.9*	3.0*	-0.1*	-21*	18	25	8.1*	-19*
COc1cccc(-c2c(C#N)c(-c3ccco3)nc3c2c(-c2ccccc2)nn3-c2ccccc2)c1	115	100	90	124	99	105	99	87
O=c1cc(-c2ccncc2)oc2ccccc12	·	99	87	91	99	103	100	72
O=C1/C(=C2\SC(=S)N(C3CCCC3)C2=O)SC(=S)N1C1CCCC1	111	103	94	113	106	106	100	103
C=C(C)[C@@H]1CC[C@]2(C(=O)NNC(=O)c3cccnc3)CC[C@]3(C)[C@H](CC[C@@H]4[C@@]5(C)CCCNC(C)(C)[C@@H]5CC[C@]43C)[C@@H]12	81	98	76	80	75	97	77	88
N#Cc1c(-c2ccc(Cl)cc2Cl)c(C#N)c(=O)n(Cc2nc3ccccc3[nH]2)c1N	·	95	76	79	95	109	96	91
CC1(C)CC[C@]2(C(N)=O)CC[C@]3(C)C(=CC[C@@H]4[C@@]5(C)C/C(=C/c6cccnc6)C(=O)C(C)(C)[C@@H]5CC[C@]43C)[C@@H]2C1	-64*[100 µM]	-61*[100 µM]	-31*[100 µM]	-63*[100 µM]	·	-64*[100 µM]	-22*[100 µM]	-83*[100 µM]
CCOC(=O)C(=CNc1ccccc1Cl)C(=O)OCC	·	79	·	100	92	100	91	5.7*
COc1cc(/C=C2\S/C(=N/c3nc(C)c(C(C)=O)s3)NC2=O)ccc1O	85	99	·	107	86	103	105	82
C/C(=N/NC(=S)NC1CCCCC1)c1sc(Nc2ccccc2)nc1C	116	79	84	95	114	95	103	54
CC(C)(C)c1cc(Cc2cc(C(C)(C)C)c(O)c(C(C)(C)C)c2)cc(C(C)(C)C)c1O	87	·	82	93	97	136	103	81
COc1ccc(Nc2ncc3c(N)nccc3n2)cc1	94	57	43	58	81	95	90	77
CCC(C)/C=C(C)/C=C/C(=O)C1C(=O)NC(C(O)c2ccc(O)cc2)C1=O (stereo not drawn)	91	101	89	116	·	108	101	90
CC(C=O)Cc1ccc(C2CCCCC2)cc1 (stereo not drawn)	105	103	92	103	110	108	96	115
COc1cccc(N(C(C)=O)c2nc(OC(C)=O)cs2)c1	104	102	92	101	100	99	101	101
CCCCC(CCCCCC(CCCC)C1NC(C)Cc2cc(OC)c(OC)cc21)C1NC(C)Cc2cc(OC)c(OC)cc21 (stereo not drawn)	-94*	-100*	-64*	-89*	-90*	-96*	-74*	-12*
O=C(COc1ccc(Cl)cc1Cl)NCc1ccccc1	115	106	97	111	108	101	101	·

Part of the list above, set out differently:
| Structure | OVCAR-3 | ACHN | CAKI-1 | RXF 393 | OVCAR-4 | OVCAR-5 | OVCAR-8 | A498 |
| --- | --- | --- | --- | --- | --- | --- | --- | --- |
| CC(C)(C)c1cc(Cc2cc(C(C)(C)C)c(O)c(C(C)(C)C)c2)cc(C(C)(C)C)c1O | 87 | · | 82 | 93 | 97 | 136 | 103 | 81 |
| COc1ccc(Nc2ncc3c(N)nccc3n2)cc1 | 94 | 57 | 43 | 58 | 81 | 95 | 90 | 77 |
